Assay outcomes (PubChem)
Mito fusion act – inhibitors of mitochondrial division or activators of mitochondrial fusion; S. cerevisiae fusion-defective mutant growth rescue, CellTiterGlo 48 h; actives 0.23% (n = 320,000); Potency, µM (highest dose often 46.1 µM), for inactives: top-dose growth rescue (activation), most hits filed as activators; AID 485298;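 further: potency means the concentration at half of the fitted maximal effect; % of control where 0% means no effect; nearly all actives have a fitted effect of over 45% in size; temperature-sensitive fusion mutants such as fzo1-1 at 37 °C on non-fermentable ethanol glycerol medium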
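Read-out: ATP-based luminescence (CellTiterGlo, 10 min ambient) reporting growth of fusion-defective ts yeast after 48 hours at 37C on glycerol/ethanol YPEG medium in the presence of compound.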
Eya2 phos inh – Eya2 (human) phosphatase inhibition; O00167; recombinant Eya2, OMFP fluorescence dephosphorylation (OMFP is methylfluorescein phosphate); Potency, µM (top dose mostly 76.9 µM), for inactives: at the top dose activity, negative = inhibition, usual class: inhibitors; actives 0.006% (n = 330,000); AID 488837; further: potency means the concentration at half of the fitted maximal effect; on the % scale 0 is the no-effect control and ±100 the full control effect
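Eya2 protein (added as 0.2 uM solution) was preincubated with compound for 10 min at ambient temperature in 50 mM HEPES pH 7.5, 50 mM NaCl, 5 uM MgCl2, 0.05% BSA, 1 mM DTT. OMFP (added at 50 uM) then reacted 10 min; fluorescence read at 485/525 nm.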
Menin-MLL TR inh – menin-MLL binding inhibition, Texas Red mutant peptide. O00255. Menin + Texas Red MLL mutant peptide, fluorescence polarization. Potency, µM (series often up to 61.6 µM), without a hit: at the highest dose FP activity change, negative = inhibition, actives largely listed as inhibitors. actives 0.23% (n = 270,000); active means well fitted inhibition curve with a large enough effect in the polarisation, with a control signal flat, not every such curve was filed as active; inconclusive means small, poorly fitted or top-dose-only effect, or effect the other way, or a change in a side signal; inactive means no such curve, though single readings can be large or run the other way; the % refers to the polarisation; further: potency means the concentration at half of the fitted maximal effect; % of control where 0% means no effect; many of its hits are not listed in these tables
GALK inhibitor – blocks human galactokinase activity; Purified GALK, Kinase-Glo residual ATP luminescence; Potency, µM (highest dose often 57.5 µM), for the others: at the highest dose activity change, negative = inhibition, usual class: inhibitors; actives 0.007% (n = 270,000); further: potency means the concentration at half of the fitted maximal effect; on the % scale 0 is the no-effect control and ±100 the full control effect
Target sequence (P51570 whole entry, looked up): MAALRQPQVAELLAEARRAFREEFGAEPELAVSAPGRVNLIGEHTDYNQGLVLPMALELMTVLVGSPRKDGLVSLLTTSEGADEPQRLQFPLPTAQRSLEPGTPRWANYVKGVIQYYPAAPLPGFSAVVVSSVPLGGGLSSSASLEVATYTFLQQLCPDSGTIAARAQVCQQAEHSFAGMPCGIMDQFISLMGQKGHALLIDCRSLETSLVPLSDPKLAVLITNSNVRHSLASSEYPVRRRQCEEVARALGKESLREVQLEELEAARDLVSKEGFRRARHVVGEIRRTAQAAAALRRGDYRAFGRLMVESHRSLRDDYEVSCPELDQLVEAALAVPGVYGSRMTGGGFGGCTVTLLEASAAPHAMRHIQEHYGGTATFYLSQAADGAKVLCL
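Quantitative HTS: GALK 5 nM, ATP 35 uM, galactose 100 uM, 1 h room temperature, then luciferase-based ATP detection.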
TSHR antag – antagonists of human thyroid stimulating hormone receptor; P16473; TSHR-expressing cells, TSH-stimulated cAMP HTRF, 2 h; stronger effect = lower value; activity change, negative = inhibition, % at 11.5 µM; actives 0.2% (n = 330,000); AID 504810;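 active means activity change below a set negative limit, meaning inhibition stronger than a set level, cut at about -70% in these data; inconclusive means activity change between two set negative limits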; further: on the % scale 0 is the no-effect control and ±100 the full control effect
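TSHR-expressing cells, 200/well, pre-treated with compound, then stimulated with EC80 TSH (4nM final) for 2 hours at 37 deg C. cAMP measured by competitive HTRF: anti-cAMP cryptate antibody in lysis buffer plus cAMP-d2, read after 30 minutes at room temperature.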
MBNL1-CUG inh – inhibitors of human MBNL1 binding to CUG repeat RNA | Q9NR56 | TR-FRET MBNL1-His/biotin-(CUG)12 binding, 665/545 ratio | Potency, µM (highest dose often 57.5 µM), without a hit: at the highest dose activity change, negative = inhibition, hits mostly inhibitors | actives 0.036% (n = 280,000) | AID 2675; active means well fitted inhibition curve with a large enough effect in the signal ratio, with a control signal flat, not every such curve was filed as active; inconclusive means small, poorly fitted or top-dose-only effect, or effect the other way, or a change in a side signal; inactive means no such curve, though single readings can be large or run the other way; the % refers to the signal ratio; further: potency means the concentration at half of the fitted maximal effect; on the % scale 0 is the no-effect control and ±100 the full control effect
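Compounds (final 92 nM to 58 uM) are added to His-tagged MBNL1 and biotin-(CUG)12, then terbium anti-His antibody and streptavidin-XL665 (5 nM final). After 60 min at room temperature, the 665/545 nm ratio is read.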
USP2a block – inhibitors of human ubiquitin-specific protease USP2a; USP2 core, Ub-CHOP2 coupled fluorogenic reporter, 485/531; O75604; Potency, µM (doses to about 38.3 µM), without a hit: top-dose activity change, negative = inhibition, most hits filed as inhibitors; actives 0.01% (n = 330,000);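 further: potency means the concentration at half of the fitted maximal effect; plate controls were DMSO wells for no effect and full inhibition by NEM control for full effect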
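Cell-free coupled assay: 10nM USP2 core preincubated 30min RT with compound in Tris-HCl pH 8.0/CaCl2/CHAPS buffer, then 25nM Ub-CHOP2 and 25nM reporter substrate; fluorescence (Ex 485/Em 531) read after 60min RT, normalized to NEM inhibition, concentration-response curves fitted.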
S-ASM inh – inhibitors of human secretory acid sphingomyelinase; P17405; Potency, µM (series often up to 57.5 µM), for the others: at the highest dose activity change, negative = inhibition, hits mostly inhibitors; actives 0.006% (n = 340,000); placental ASM, HMU-PC fluorogenic substrate, 60 min; further: potency means the concentration at half of the fitted maximal effect
Target sequence (P17405 47-631 limits assumed): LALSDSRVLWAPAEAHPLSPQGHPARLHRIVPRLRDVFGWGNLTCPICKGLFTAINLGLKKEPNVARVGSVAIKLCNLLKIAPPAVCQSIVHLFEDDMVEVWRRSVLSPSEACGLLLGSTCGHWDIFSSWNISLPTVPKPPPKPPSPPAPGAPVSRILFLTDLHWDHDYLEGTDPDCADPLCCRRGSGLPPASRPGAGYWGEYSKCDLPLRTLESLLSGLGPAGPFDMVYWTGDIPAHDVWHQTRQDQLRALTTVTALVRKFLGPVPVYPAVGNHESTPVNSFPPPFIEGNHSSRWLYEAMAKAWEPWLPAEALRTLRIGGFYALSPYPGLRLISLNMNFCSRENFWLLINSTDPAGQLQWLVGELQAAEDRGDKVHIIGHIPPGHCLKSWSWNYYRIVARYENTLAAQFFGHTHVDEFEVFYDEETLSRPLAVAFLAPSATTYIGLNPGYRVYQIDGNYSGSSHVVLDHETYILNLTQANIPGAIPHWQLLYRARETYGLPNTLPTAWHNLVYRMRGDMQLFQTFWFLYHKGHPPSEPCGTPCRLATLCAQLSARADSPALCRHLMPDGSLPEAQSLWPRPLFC
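Fluorescence read-out (Ex 386 nm, Em 447 nm) after stopping the reaction at pH 10. Enzyme: ASM from human placenta; substrate HMU-PC0, 9 uM final; 60 min, 37 °C. Compound preincubation 10 min, ambient temperature.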
Chronic BCR inh – inhibitors of chronic active B-cell receptor signaling | actives 0.05% (n = 340,000) | ABC-DLBCL IkBa-CBG/CBR reporter, luminescence ratio, 4 h | Potency, µM (titrated, usually from 46.1 µM), inactives show top-dose ratio change, negative = lower green/red ratio, usual class: inhibitors; active means well fitted inhibition curve with a large enough effect in the signal ratio, with a control signal flat, not every such curve was filed as active; inconclusive means small, poorly fitted or top-dose-only effect, or effect the other way, or a change in a side signal; the % refers to the signal ratio;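 further: potency means the concentration at half of the fitted maximal effect; plate controls were basal doxycycline-induced cells for no effect and cells given 10 µM MG132 for full effect; MG132 reads +100%, hits lower the ratio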
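Concentration-response series (up to 46 uM) were applied to TMD8 dual-reporter cells for 4 h at 37C with doxycycline. Green/red ratio, after filter-overlap correction, defined %Activity; red signal alone was normalised to basal cells and zero luminescence.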
PKM2 act – increases activity of human pyruvate kinase M2 | P14618 | purified PKM2, Kinase-Glo ATP luminescence, activation; response scale: 0% is enzyme alone, no compound | Potency, µM (doses to about 57.5 µM), inactives show at the highest dose activation, most hits filed as activators | actives 0.34% (n = 260,000); further: potency means the concentration at half of the fitted maximal effect; on the % scale 0 is the no-effect control and ±100 the full control effect; nearly all actives have a fitted effect of over 55% in size
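Purified hPK-M2 (>95%) run at intermediate activity with 0.1 mM ADP and 0.5 mM PEP in 50 mM imidazole pH 7.2, KCl, MgCl2; 1 h room temperature. ATP formed read by Kinase-Glo luminescence; normalized to uninhibited and no-enzyme controls.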
hERG WT inh – blocks the wildtype human KCNH2 potassium channel | AID 720551 | actives 0.37% (n = 340,000) | activity change, % at 1.84 µM | U2OS, BacMam KCNH2, thallium flux FluxOr; stronger effect = lower value;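 active means maximum activity change below -70%; inconclusive means maximum activity change between -70% and -50%; inactive means maximum activity change above -50%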; further: on the % scale 0 is the no-effect control and ±100 the full control effect
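U2OS cells transduced with wild-type KCNH2 virus are loaded with FluxOr dye for 45 min, and thallium flux is measured in kinetic reads before and after stimulation buffer. Rate constants are normalized to DMSO controls.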
An asterisk follows results filed as active; ? = inconclusive; . = not tested or not shown; [ ] = another dose, or the depositor's remark. Unless noted, the call rests on the fitted dose curve; in most records, active means well fitted curve in the direction sought with a large enough effect; inconclusive means small, poorly fitted or top-dose-only effect, or another doubt; inactive means no such curve, though single readings can be large; an effect the other way counts as inactive or inconclusive.

Each structure is followed by: Mito fusion act | Eya2 phos inh | Menin-MLL TR inh | GALK inhibitor | TSHR antag | MBNL1-CUG inh | USP2a block | S-ASM inh | Chronic BCR inh | PKM2 act | hERG WT inh
> CCC(C)NC(=O)COC(=O)c1ccc(Cl)cc1O (stereo unspecified)
  -0.5% | -1.0% | -1.6% | -2.8% | -2.3 | -1.3% | -1.1% | 1.0% | 7.7% | 3.6% | 3.2
> OC(COc1ccccc1)CN1CCOCC1 (stereo unspecified)
  -0.5% | 1.0% | 21.7% | -4.8% | -1.0 | -2.5% | 2.9% | 1.7% | -5.1% | -5.8% | -4.2
> CN=C(Nc1ccc(C(=O)OC)cc1)SC1CC(=O)N(c2ccccc2F)C1=O (stereo unspecified)
  8.7% | 3.9% | 0.0% | -2.6% | 9.9 | -15.6% | 0.4% | -22.2% | 3.1% | -4.5% | -0.7
> CC(=O)N(Cc1cc2cc(C)ccc2[nH]c1=O)c1cccc(C)c1C
  5.8% | 6.7% | -0.5% | 1.8% | 3.0 | -8.0% | -0.8% | -1.9% | -0.8% | 3.2% | 3.5
> O=C(COC(=O)c1ccccc1Nc1ccccc1)Nc1ccccc1
  -1.2% | -2.8% | ? | 0.6% | 1.8 | -3.8% | 1.4% | 4.1% | ? | -4.9% | -4.3
> Cc1ccc(C)c(NC(=O)CCN2C(=O)C3CC=CCC3C2=O)c1 (stereo unspecified)
  -2.7% | -6.0% | . | . | -6.0 | . | -0.4% | 2.9% | 0.8% | . | .
> Cc1csc(NC(=O)CSc2ccc3nnc(CCNS(=O)(=O)c4ccccc4)n3n2)n1
  -4.8% | -0.7% | 1.9% | -3.7% | 4.6 | -5.9% | -0.5% | 3.7% | -1.8% | 1.7% | -3.3
> CN(CC(=O)Nc1ccc(Cl)c(C(F)(F)F)c1)C(=O)CCCc1nc2ccccc2c(=O)[nH]1
  2.0% | -3.9% | . | . | -19.0 | . | -11.9% | -6.4% | 0.7% | . | 1.8
> Cc1cccc(-n2c(Cc3ccccc3)n[nH]c2=S)c1
  -6.0% | -8.7% | -12.4% | 6.7% | -10.1 | -5.7% | 2.0% | 0.6% | 11.8% | -0.4% | 17.4
> Cc1[nH]c(=O)c(C(=O)c2ccccc2O)cc1C(=O)O
  1.1% | 8.0% | -9.3% | -1.7% | 0.8 | 0.2% | 0.7% | -1.6% | 10.4% | 14.9% | -1.6
> CCOc1ccc2c(c1)C(C)=CC(C)(C)N2C(=O)Nc1ccccc1F
  0.1% | 5.6% | -1.7% | -0.4% | 0.0 | 9.6% | -1.3% | 172.7%[activator] | -5.4% | 4.3% | 8.7
> O=C(CN1C(=O)c2cccc([N+](=O)[O-])c2C1=O)N1CCN(c2ccc(F)cc2)CC1
  -4.3% | -6.7% | 0.9% | -2.1% | -10.0 | ? | -0.5% | 3.7% | -15.1% | 4.9% | 3.5
> CC(=O)c1cccc(CN(C)CC2CCCN(CCc3ccccc3C)C2)c1 (stereo unspecified)
  2.0% | 6.2% | 5.0% | -3.6% | 36.6 | 1.6% | 4.7% | -0.8% | 3.2% | 0.2% | 5.7
> CCOC(=O)N/N=C/c1ccc(F)cc1
  -2.0% | -2.2% | 7.8% | -0.5% | 9.7 | 0.7% | 0.0% | 2.3% | -4.8% | -23.1% | -2.0
> COc1cccc(NC(=O)CN(C)C(=O)CSc2nc3ccccc3s2)c1
  -1.8% | -13.8% | . | . | 14.8 | . | -1.1% | -3.2% | -1.8% | . | 5.4
> O=C(c1ccc(NC2=NC3CS(=O)(=O)CC3S2)cc1)N1CCN(C(=O)c2ccco2)CC1 (stereo unspecified)
  -4.5% | 3.1% | -11.7% | . | 2.2 | -10.1% | -0.2% | -2.1% | -0.1% | -0.1% | -0.7
> Cn1cc(CN2CCc3ccccc3C2)c2ccccc21
  -13.0% | 15.7% | 24.4% | -2.0% | 8.8 | 19.7% | 3.2% | -0.6% | ? | -2.8% | -10.9
> CCCCC(=O)N1CCN(c2ccc(OC)cc2[N+](=O)[O-])CC1
  21.1% | -1.1% | -13.1% | 1.7% | 3.5 | ? | 0.5% | -5.7% | -9.2% | -16.7% | 13.7
> O=C(Nc1ccc(F)cc1F)NC1CC(=O)N(Cc2ccccc2)C1 (stereo unspecified)
  -0.5% | 2.1% | 39.0%[activator] | 0.3% | -14.9 | ? | 0.1% | 2.3% | -3.2% | 6.2% | -14.4
> O=C(Cn1nc(C(F)(F)F)cc1C1CC1)Nc1ccccc1F
  8.2% | -4.4% | -1.0% | 3.0% | -0.5 | 0.8% | -0.9% | -3.4% | 3.9% | -1.2% | 11.7

An excerpt from above in order of number of heavy atoms, smallest number first.
Each structure is followed by: Mito fusion act | Eya2 phos inh | Menin-MLL TR inh | GALK inhibitor | TSHR antag | MBNL1-CUG inh | USP2a block | S-ASM inh | Chronic BCR inh | PKM2 act | hERG WT inh
> Cc1[nH]c(=O)c(C(=O)c2ccccc2O)cc1C(=O)O
  1.1% | 8.0% | -9.3% | -1.7% | 0.8 | 0.2% | 0.7% | -1.6% | 10.4% | 14.9% | -1.6
> Cn1cc(CN2CCc3ccccc3C2)c2ccccc21
  -13.0% | 15.7% | 24.4% | -2.0% | 8.8 | 19.7% | 3.2% | -0.6% | ? | -2.8% | -10.9
> O=C(Cn1nc(C(F)(F)F)cc1C1CC1)Nc1ccccc1F
  8.2% | -4.4% | -1.0% | 3.0% | -0.5 | 0.8% | -0.9% | -3.4% | 3.9% | -1.2% | 11.7
> CC(=O)N(Cc1cc2cc(C)ccc2[nH]c1=O)c1cccc(C)c1C
  5.8% | 6.7% | -0.5% | 1.8% | 3.0 | -8.0% | -0.8% | -1.9% | -0.8% | 3.2% | 3.5
> CC(=O)c1cccc(CN(C)CC2CCCN(CCc3ccccc3C)C2)c1 (stereo unspecified)
  2.0% | 6.2% | 5.0% | -3.6% | 36.6 | 1.6% | 4.7% | -0.8% | 3.2% | 0.2% | 5.7
> CN=C(Nc1ccc(C(=O)OC)cc1)SC1CC(=O)N(c2ccccc2F)C1=O (stereo unspecified)
  8.7% | 3.9% | 0.0% | -2.6% | 9.9 | -15.6% | 0.4% | -22.2% | 3.1% | -4.5% | -0.7
> O=C(CN1C(=O)c2cccc([N+](=O)[O-])c2C1=O)N1CCN(c2ccc(F)cc2)CC1
  -4.3% | -6.7% | 0.9% | -2.1% | -10.0 | ? | -0.5% | 3.7% | -15.1% | 4.9% | 3.5
> O=C(c1ccc(NC2=NC3CS(=O)(=O)CC3S2)cc1)N1CCN(C(=O)c2ccco2)CC1 (stereo unspecified)
  -4.5% | 3.1% | -11.7% | . | 2.2 | -10.1% | -0.2% | -2.1% | -0.1% | -0.1% | -0.7

Whole records, quoted from the list. Order of screens: Mito fusion act | Eya2 phos inh | Menin-MLL TR inh | GALK inhibitor | TSHR antag | MBNL1-CUG inh | USP2a block | S-ASM inh | Chronic BCR inh | PKM2 act | hERG WT inh
Cc1ccc(C)c(NC(=O)CCN2C(=O)C3CC=CCC3C2=O)c1 (stereo unspecified) is listed as -2.7% | -6.0% | . | . | -6.0 | . | -0.4% | 2.9% | 0.8% | . | .
CCOC(=O)N/N=C/c1ccc(F)cc1 is listed as -2.0% | -2.2% | 7.8% | -0.5% | 9.7 | 0.7% | 0.0% | 2.3% | -4.8% | -23.1% | -2.0

A portion of the library (hit frequency here may not be typical).
